PI5P4Ka inh = PI5P4K alpha (human) kinase inhibition. P48426. 330,000 compounds, 1.2% hits. AID 652105. max response, %. PI5P4Kalpha enzyme, ADP-Glo luminescence, 60 min; stronger effect = lower value; active means max response of -50% or lower; inconclusive means between -30% and -50%; inactive means -30% or higher; further: value at the top dose of about 77 µM; on the % scale 0 is the no-effect control and ±100 the full control effect
Target sequence (P48426 whole entry, looked up): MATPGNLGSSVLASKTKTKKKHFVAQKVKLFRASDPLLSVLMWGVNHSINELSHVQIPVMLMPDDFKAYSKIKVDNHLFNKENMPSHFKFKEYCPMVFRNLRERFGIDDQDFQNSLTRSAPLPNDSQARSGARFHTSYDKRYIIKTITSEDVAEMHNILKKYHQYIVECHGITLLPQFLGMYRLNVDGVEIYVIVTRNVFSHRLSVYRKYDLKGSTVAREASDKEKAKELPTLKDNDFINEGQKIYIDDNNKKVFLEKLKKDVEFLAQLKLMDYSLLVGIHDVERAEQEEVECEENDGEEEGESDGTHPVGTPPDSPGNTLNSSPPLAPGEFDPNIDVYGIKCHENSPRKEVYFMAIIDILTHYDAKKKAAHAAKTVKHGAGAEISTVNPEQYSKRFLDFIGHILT
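Compounds were pin-transferred onto PI5P4Kalpha and substrate in HEPES pH 7.4 buffer with EGTA, CHAPS and 5% DMSO. ATP (5 microM final) started the reaction, which ran 60 minutes at room temperature before ADP-Glo detection.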
CCT chaperon mod = cytosolic chaperonin activity modulation | purified chaperonin ATPase assay, HTRF ADP detection, 30 min | activity change, % (test concentration not listed), hits read low | 360,000 compounds, 0.3% hits | AID 651819; in the data active means activity change below about -30%; further: on the % scale 0 is the no-effect control and ±100 the full control effect
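First, chaperonin was dispensed at 40 nM or 20 nM final depending on batch activity. Next, compounds were pinned at 76 uM and ATP added at 10 uM. After 30 min at 37 °C, ADP detection reagents ran 30 min at ambient temperature.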
PLK1 PBD inh = inhibitors of human PLK1 polo-box domain binding | P53350 | Plk1 PBD binding of FITC phosphopeptide, fluorescence polarization | Potency, µM, inactives show max response, negative = inhibition, usual class: inhibitors | 360,000 compounds, 2.8% hits | AID 720504; further: potency means the concentration at half of the fitted maximal effect; series mostly up to about 57 µM; on the % scale 0 is the no-effect control and ±100 the full control effect; nearly all actives have a fitted effect of over 65% in size
Target sequence (P53350 whole entry, looked up, the tested form may be a part): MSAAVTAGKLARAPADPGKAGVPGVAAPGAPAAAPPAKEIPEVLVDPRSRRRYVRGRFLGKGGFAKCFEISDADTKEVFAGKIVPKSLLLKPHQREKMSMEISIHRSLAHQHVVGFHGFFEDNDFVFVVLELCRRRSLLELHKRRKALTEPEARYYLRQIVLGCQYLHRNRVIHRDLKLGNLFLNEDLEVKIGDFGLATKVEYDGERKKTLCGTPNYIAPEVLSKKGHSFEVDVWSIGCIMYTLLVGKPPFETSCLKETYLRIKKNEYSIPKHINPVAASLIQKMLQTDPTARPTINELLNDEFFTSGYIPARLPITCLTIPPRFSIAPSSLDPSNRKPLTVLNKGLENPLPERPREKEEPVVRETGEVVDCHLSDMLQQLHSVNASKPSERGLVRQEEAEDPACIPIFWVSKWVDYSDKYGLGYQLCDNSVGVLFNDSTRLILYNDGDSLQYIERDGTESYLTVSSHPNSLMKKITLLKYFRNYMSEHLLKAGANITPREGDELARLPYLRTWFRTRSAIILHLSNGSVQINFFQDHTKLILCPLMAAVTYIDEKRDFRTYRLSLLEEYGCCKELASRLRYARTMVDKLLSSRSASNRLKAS
WRN helicase inh = blocks human WRN helicase; Q14191; WRN helicase unwinding, fluorescent forked duplex, kinetic; Potency, µM (doses to about 114 µM), for inactives: top-dose activity change, negative = inhibition, actives largely listed as inhibitors; 360,000 compounds, 0.46% hits; further: potency means the concentration at half of the fitted maximal effect; on the % scale 0 is the no-effect control and ±100 the full control effect; nearly all actives have a fitted effect of over 55% in size
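WRN at 20 nM final preincubated with compound 15 min at room temperature; reaction started with 100 nM fluorophore/quencher forked duplex oligonucleotide and 2 mM ATP final. Unwinding followed kinetically by red fluorescence (ex 525, em 598 nm).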
EPAC2 agonist = agonists of human EPAC2 (RAPGEF4); EPAC2 activation, biochemical qHTS; response scale: 100% = 6.5 mM cAMP response; Q8WZA2; Potency, µM (top dose mostly 154 µM), for the others: at the top dose activation, usual class: activators; 360,000 compounds, 0.079% hits; further: potency means the concentration at half of the fitted maximal effect; nearly all actives have a fitted effect of over 50% in size
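Setup: EPAC2 100 nM, labeled Rap1B complex 250 nM, free GDP 50 uM. Compound titrations pinned in, brief spin, 5 min room temperature incubation. Kinetic fluorescence read over 30 min, normalized to 6.5 mM cAMP.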
EPAC1 antagonist = antagonists of human EPAC1 | AID 720709 | 360,000 compounds, 0.14% hits | Potency, µM (top dose mostly 115 µM), for the others: at the top dose activity change, negative = inhibition, hits mostly inhibitors | EPAC1 GEF assay, Rap1b-BODIPY-GDP exchange fluorescence | O95398;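 further: potency means the concentration at half of the fitted maximal effect; plate controls were vehicle for no effect and positive control for full effect; nearly all actives have a fitted effect of over 50% in size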
IL2 activator = activators of IL-2 | activation, % (series mostly up to about 46 µM) | IL-2 activation reporter assay, cell-based qHTS; stimulated with anti-CD3/CD4/CD28 beads; in transgenic mouse T cells | AID 652025 | 360,000 compounds, 0.065% hits; in the data active means activation above about 50%; inconclusive means mostly about 30% to 49%; further: 0% is about no effect
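Readout: EGFP and DsRed signals by fluorescent plate cytometry. Unstimulated transgenic mouse T cells received compound 60 min before antibody-bead stimulation, then incubated 18 h at 37 degrees C.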
EPAC1 ag = agonists of human EPAC1 | 360,000 compounds, 0.073% hits | O95398 | EPAC1 agonist qHTS, biochemical assay; response scale: 100% = response to 6.5 mM cAMP | Potency, µM (series often up to 154 µM), for inactives: at the top dose activation, most hits filed as activators | AID 720707; further: potency means the concentration at half of the fitted maximal effect; nearly all actives have a fitted effect of over 60% in size
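Fluorescent GDP-exchange assay: 100 nM EPAC1 with 250 nM Rap1B preloaded with BODIPY-GDP and 50 uM GDP; compounds tested as concentration series, 5 min at room temperature, then read every 5 min for 30 min (ex 480/em 540 nm); normalized to 6.5 mM cAMP.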
* hit, by the source's call; ? = inconclusive; nt = not tested or not shown; [ ] = another dose, or the depositor's remark. Unless noted, the call rests on the fitted dose curve; in most records, active means well fitted curve in the direction sought with a large enough effect; inconclusive means small, poorly fitted or top-dose-only effect, or another doubt; inactive means no such curve, though single readings can be large; an effect the other way counts as inactive or inconclusive.

SMILES	PI5P4Ka inh	CCT chaperon mod	PLK1 PBD inh	WRN helicase inh	EPAC2 agonist	EPAC1 antagonist	IL2 activator	EPAC1 ag
Cc1cc(S(=O)(=O)N2CCOCC2)ccc1OCC(=O)Nc1ccccc1F	1.9	0.5	-0.3%	-11.8%	6.2%	2.1%	0.6	-3.6%
CC1CC(C)(C)NC(=S)N1CCC(=O)N1CCN(c2ccccc2)CC1 (stereo unspecified)	2.0	-2.6	?	8.2%	6.6%	-4.7%	0.7	-0.9%
O=C(O)Cc1ccc2c(c1)N(S(=O)(=O)c1cccs1)CC(C(=O)O)O2 (stereo unspecified)	-0.4	-1.0	-8.8%	9.8%	10.0%	?	-1.9	1.2%
O=C(Nc1ccc([N+](=O)[O-])cc1)OCCc1ccccn1	1.7	-2.1	-10.1%	9.7%	0.2%	8.8%	0.5	-12.7%
COc1ccc(C2c3c(-c4ccccc4O)n[nH]c3C(=O)N2Cc2ccco2)cc1OC (stereo unspecified)	0.0	-1.8	-20.5%	-7.2%	17.8%	-21.7%	-1.9	12.6%
Cc1cc(C(=O)N2CCC2(C)C(=O)NS(=O)(=O)c2cccc(OC(F)F)c2)nn1C (stereo unspecified)	-1.9	-1.1	-10.1%	1.6%	9.1%	2.5%	0.8	-1.2%
COc1ccc(NCc2nc3ccccc3n2CCOc2ccccc2)cc1	0.1	-0.7	-14.1%	-11.7%[57.1 µM]	4.4%	-28.2%	-0.1	16.3%
Oc1ccc(-c2nc3ccccc3s2)cc1	1.0	2.0	1.1%	-1.4%	16.1%	10.8%	1.2	2.1%
COC(=O)c1ccc(Cn2nc(C)c(Cl)c2C)o1	1.4	0.4	-1.0%	-7.3%	3.7%	7.5%	0.3	5.5%
CCOC(=O)c1cnc(SC)nc1Oc1cccc(NS(=O)(=O)c2ccc(C)cc2)c1	3.9	-0.1	2.9%	0.3%	5.5%	-2.1%	0.2	11.8%
CC1(c2nnc(Cc3ccccc3)o2)CC(c2ccccc2Br)=NO1 (stereo unspecified)	0.1	1.7	-4.3%	-0.8%	12.2%	-4.5%	-0.6	2.4%
COC(=O)[C@H]1[C@@H](C)N(CCc2cc(OC)c(OC)c(OC)c2)C(=O)N[C@H]1c1ccccc1	0.1	-1.5	0.4%	-4.3%	7.3%	-3.2%	-0.3	-13.1%
Fc1ccc(-c2cnc[nH]2)cc1	5.6	-3.2	-18.6%	10.6%	-3.9%	-19.8%	-2.4	0.3%
Cc1cc(C)nc(-n2nc(C)cc2NC(=O)C(C)C)n1	-2.3	0.1	-7.7%	-1.0%	7.0%	-2.8%	1.2	-0.5%
NS(=O)(=O)c1ccc(CCNC(=O)CCCCCn2c(=S)[nH]c3ccc(Br)cc3c2=O)cc1	-2.6	0.2	-3.7%	-5.1%	1.2%	4.8%	-0.3	-7.8%
O=C(COc1cc(O)c2c(=O)cc(-c3ccccc3)oc2c1)c1cccc([N+](=O)[O-])c1	2.7	-4.7	-8.0%	7.1%	-13.7%	-7.2%	-0.5	-9.9%
CCc1ccc2nc3sc(C(=O)Nc4nnc(CC)s4)c(N)c3cc2c1	nt	-0.4	-21.0%	22.4µM*	5.8%	?	1.8	6.2%
Cc1noc(C)c1C(=O)Nc1c(F)cc(F)cc1Br	nt	-0.1	-0.4%	-2.1%	0.4%	-5.4%	0.6	-2.8%
Cc1ccc(SCc2noc(-c3c(C)noc3C)n2)cc1	0.4	-0.5	-10.8%	6.7%	12.8%	-15.1%	-2.0	16.4%
O=C(O)CN1C(=O)/C(=C\c2ccccc2OCc2ccc(F)cc2)SC1=S	-29.5	-3.8	26.7µM*	-10.4%[11.6 µM]	-0.3%	-17.9%	0.9	-7.7%
CCn1c(SCC(N)=O)nc2c(c1=O)C1(CCCC1)Cc1ccccc1-2	2.0	0.6	-15.3%	-35.4%	4.7%	-23.9%	0.1	16.2%
CC#CC[N+](C)(C)CCCCCCCCCCCC	-13.5	-3.1	-21.9%	1.9%	1.0%	6.0%	-1.4	-1.6%
COC(=O)c1cccc(CN2C(=O)C(C)Sc3ccc(C#N)cc32)c1 (stereo unspecified)	0.3	-1.9	4.4%	-0.6%	12.6%	-5.7%	-0.1	-0.2%
COc1cccc(CNC(=O)CSc2nnc3c(n2)[nH]c2ccccc23)c1	-7.3	-4.7	-9.3%	-2.7%	7.8%	0.0%	-0.4	5.9%
COc1ccc(-c2cc(C(=O)NCC3CCCCC3)[nH]n2)c(C)c1	1.5	-0.8	-9.3%	-8.4%	14.2%	-20.3%	3.2	5.6%
COc1ccc(Cl)cc1C(=O)NNC(=O)CN1C(=O)C2CC=CCC2C1=O (stereo unspecified)	-7.7	-2.5	4.9%	0.4%	7.7%	-2.9%	1.4	0.5%
N#Cc1ccccc1NS(=O)(=O)c1cc2c3c(c1)CCN3C(=O)CC2	3.1	-1.4	-3.8%	-14.0%	0.4%	-1.7%	3.9	-1.1%
CCN(CC)c1ccc(/C=C(\C#N)C(N)=O)cc1	-2.3	0.2	17.9%	-5.2%	-2.9%	2.3%	-0.3	4.1%
O=S(=O)(N/N=C\C=C\c1ccccc1)c1ccc(Cl)cc1	nt	1.0	-2.2%	0.9%	9.9%	8.4%	1.0	-1.5%
COC(=O)C1CCN(C(=O)COc2ccc(S(=O)(=O)N3CCOCC3)cc2Cl)CC1	0.7	-2.8	-12.4%	11.9%	10.8%	-8.3%	-0.1	1.7%
CN(Cc1ccccc1)Cc1nc2c(c(=O)n(C)c(=O)n2C)n1CCCc1ccccc1	nt	0.2	-11.7%	0.2%	23.6%	5.9%	-1.8	2.8%
O=C(COc1ccc2ccc(=O)oc2c1)NC1CCS(=O)(=O)C1 (stereo unspecified)	3.3	-2.0	-11.9%	-1.9%	5.6%	5.3%	-0.5	-5.2%
O=C(NC1CCC(O)CC1)c1ccc(Br)o1 (stereo unspecified)	3.6	1.5	1.9%	0.2%	-8.6%	1.8%	-0.3	-5.7%
O=C(N[C@@H](Cc1ccccc1)c1nc2ccccc2[nH]1)c1cc([N+](=O)[O-])ccc1Cl	-2.5	-5.4	-5.5%	5.4%	11.5%	-24.8%	4.6	-0.8%
CCCc1cc(C(=O)Cc2ccc(F)cc2)c(O)cc1O	19.2	-0.2	-6.2%	-8.5%	-2.9%	?	3.9	-8.4%
CC(=O)N1CCN(CC(=O)Nc2cccc(S(=O)(=O)N3CCCCCC3)c2)CC1	-1.1	-1.3	-12.0%	7.2%	4.9%	-21.1%	-0.6	0.7%
CCOC(=O)C1CCN(Cc2nc3ccc([N+](=O)[O-])cc3c(=O)n2-c2ccc(OC)cc2OC)CC1	5.3	0.4	-12.6%	-8.7%	5.0%	-4.8%	0.7	-7.1%
COc1ccc(C(=O)COC(=O)c2sc(C)nc2C)cc1OC	0.0	-1.7	-8.0%	-3.2%	10.6%	-11.8%	0.4	3.2%
CCC(c1nnc(SCC(=O)NNC(=O)c2ccccc2)n1Cc1ccccc1)N(C)C (stereo unspecified)	-9.6	-0.4	-16.6%	14.7%	5.7%	-4.9%	-3.6	5.0%
CCOc1ccc(NC(=O)CCSc2ccc(C)cc2)cc1	23.7	0.5	1.3%	-14.3%	-11.0%	-14.7%	-0.2	-5.2%
Cc1ccc(S(=O)(=O)N(C)C)cc1NC(=O)C(C)OC(=O)CC1CC2CCC1C2 (stereo unspecified)	-14.6	-2.0	-13.8%	3.4%	14.0%	-19.2%	-4.0	5.3%
CCN(CC)CCCN1C(=O)C(O)=C(C(=O)c2sc(C)nc2C)C1c1ccco1 (stereo unspecified)	nt	1.5	-2.8%	4.0%	4.3%	15.8%	-2.0	-1.0%
OC(COCc1ccc(Cl)cc1)CN1CCN(CC(O)COCc2ccc(Cl)cc2)CC1 (stereo unspecified)	nt	-0.5	-3.7%	0.2%	0.7%	7.9%	0.5	-1.6%
N#CCCN1CCN(S(=O)(=O)c2ccc(C3CCCCC3)cc2)CC1	-1.7	0.4	2.4%	0.8%	9.2%	-1.9%	0.3	-7.8%
CN(C)c1ccc(/C=N\NC(=O)CC#N)cc1	-1.1	-1.6	7.2%	-2.9%	7.1%	15.2%	-2.1	-3.1%
CN(C(=O)COC(=O)C12CC3CC(CC(Cl)(C3)C1)C2)C1(C#N)CCCCC1	-1.7	2.5	2.4%	-1.2%	3.8%	-22.3%	-0.4	3.3%
Cc1ccc(-c2nnc(SCC(=O)NNC(=O)COc3ccccc3C)n2C)cc1	-7.1	1.1	0.0%	-2.6%	5.4%	-22.0%	0.8	-10.6%
COc1ccc2[nH]c(=O)c(-c3nnn(-c4ccc(F)cc4)n3)cc2c1	-12.4	-2.6	-28.6%	-5.9%	-1.4%	5.1%	1.0	-23.1%
O=C(CCN1C(=O)/C(=C\c2cccs2)SC1=S)Nc1ccc(C(=O)O)cc1	-6.0	-0.7	-3.8%	0.7%[11.6 µM]	2.8%	-14.1%	-2.4	-4.4%

Six compounds drawn at random from the list so far, as already listed:
SMILES	PI5P4Ka inh	CCT chaperon mod	PLK1 PBD inh	WRN helicase inh	EPAC2 agonist	EPAC1 antagonist	IL2 activator	EPAC1 ag
O=C(CCN1C(=O)/C(=C\c2cccs2)SC1=S)Nc1ccc(C(=O)O)cc1	-6.0	-0.7	-3.8%	0.7%[11.6 µM]	2.8%	-14.1%	-2.4	-4.4%
Cc1ccc(-c2nnc(SCC(=O)NNC(=O)COc3ccccc3C)n2C)cc1	-7.1	1.1	0.0%	-2.6%	5.4%	-22.0%	0.8	-10.6%
Cc1ccc(S(=O)(=O)N(C)C)cc1NC(=O)C(C)OC(=O)CC1CC2CCC1C2 (stereo unspecified)	-14.6	-2.0	-13.8%	3.4%	14.0%	-19.2%	-4.0	5.3%
OC(COCc1ccc(Cl)cc1)CN1CCN(CC(O)COCc2ccc(Cl)cc2)CC1 (stereo unspecified)	nt	-0.5	-3.7%	0.2%	0.7%	7.9%	0.5	-1.6%
CCN(CC)CCCN1C(=O)C(O)=C(C(=O)c2sc(C)nc2C)C1c1ccco1 (stereo unspecified)	nt	1.5	-2.8%	4.0%	4.3%	15.8%	-2.0	-1.0%
CN(C(=O)COC(=O)C12CC3CC(CC(Cl)(C3)C1)C2)C1(C#N)CCCCC1	-1.7	2.5	2.4%	-1.2%	3.8%	-22.3%	-0.4	3.3%

A portion of the library (hit frequency here may not be typical).
